Screening data deposited in PubChem BioAssay by The Scripps Research Institute Molecular Screening Center.
OXTR potentiate: human OXTR potentiators, primary screen, fluorescence, CHO-OTR cells, Fluo-8 calcium; Oxytocin receptor (Homo sapiens), P30559; Fluo-8 calcium fluorescence, potentiator mode; 0% = oxytocin EC15, 100% = EC100; activation, % at 3 µM; 0.061% of 320,000 active;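 active = activation above that plate's cutoff, the mean activation of tested compounds plus 3 SD, cut at about 6.6% in these data, passing the limit was not always enough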;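 also: 100% uses oxytocin at 75 nM as the full agonist control; some results filed as inactive read as strong as hits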
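Assay system: CHO cell line stably expressing human OTR | Also added: Oxytocin at about EC15, sub-maximal agonist stimulus | Times: Compound 6 min at room temperature before oxytocin, 100 s read | Measured by: Fluo-8 intracellular calcium fluorescence, ex 470-495, em 515-575 nm | Controls: EC15 oxytocin alone as 0%, 75 nM oxytocin as 100%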
CHRM4 agonist: human M4 muscarinic receptor agonists, primary screen, CHO-K1 cells, Fluo-8 calcium fluorescence; AID 624127, 2012; 0.14% of 360,000 active; Muscarinic acetylcholine receptor M4 (Homo sapiens), P08173; activation, % at 3 µM; CHO-K1 hM4/Gqi5; vehicle 0%, full acetylcholine response 100%;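 active = activation above the run mean over all test wells plus 3 SD, cut at about 32% in these data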;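 also: peak over basal fluorescence ratio per well then scaled between controls; 0% = DMSO wells and 100% = acetylcholine at EC100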
Target sequence (P08173 whole entry, looked up): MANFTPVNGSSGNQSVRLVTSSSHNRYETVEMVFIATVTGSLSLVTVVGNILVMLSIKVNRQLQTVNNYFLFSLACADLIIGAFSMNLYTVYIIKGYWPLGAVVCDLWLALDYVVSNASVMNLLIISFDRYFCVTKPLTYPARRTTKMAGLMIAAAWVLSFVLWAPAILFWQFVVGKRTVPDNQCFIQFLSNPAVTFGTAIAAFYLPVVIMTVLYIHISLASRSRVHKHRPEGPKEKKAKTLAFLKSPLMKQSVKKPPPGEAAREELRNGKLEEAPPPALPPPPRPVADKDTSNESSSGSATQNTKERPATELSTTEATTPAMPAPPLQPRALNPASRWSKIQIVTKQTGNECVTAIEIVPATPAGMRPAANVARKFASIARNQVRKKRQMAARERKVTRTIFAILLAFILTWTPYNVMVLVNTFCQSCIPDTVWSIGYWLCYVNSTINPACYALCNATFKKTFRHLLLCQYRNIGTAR
CHO parental Ca: ATP-evoked calcium signal inhibitors, parental CHO, primary screen, counter-screen for OX1R antagonist project, cell-based, fluorescence, Fluo-8 calcium dye; parental CHO-K1, ATP-induced calcium, Fluo-8 fluorescence; inhibition, % at 5.6 µM; 0.63% of 330,000 active;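 active = inhibition above that plate's mean sample inhibition plus 3 SD, cut at about 26% in these data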;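 also: 0% = ATP-challenged DMSO wells and 100% = DMSO wells without ATP; some compounds past the cut are filed as inactive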
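Test system: untransfected parental CHO cell line. Compound: one dose, 5.6 µM nominal. Detection: intracellular calcium via Fluo-8 no-wash fluorescent dye. Measure: % inhibition. Benchmarks: ATP-challenged DMSO wells low, unchallenged DMSO wells high.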
CHRM1 agonist: human M1 muscarinic receptor agonists, primary screen, Fluo-8 calcium fluorescence, CHO-K1 cells, HTS. CHO-K1 hM1, agonist mode; 0% DMSO, 100% acetylcholine EC100. Muscarinic acetylcholine receptor M1 (Homo sapiens), P11229. 0.33% of 360,000 active. activation, % at 3 µM. AID 588814, 2011;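 active = activation above the run's mean compound activation plus 3 SD, cut at about 16% in these data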;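 also: peak over basal fluorescence ratio within a 140 s kinetic read after compound addition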
Target sequence (P11229 whole entry, looked up): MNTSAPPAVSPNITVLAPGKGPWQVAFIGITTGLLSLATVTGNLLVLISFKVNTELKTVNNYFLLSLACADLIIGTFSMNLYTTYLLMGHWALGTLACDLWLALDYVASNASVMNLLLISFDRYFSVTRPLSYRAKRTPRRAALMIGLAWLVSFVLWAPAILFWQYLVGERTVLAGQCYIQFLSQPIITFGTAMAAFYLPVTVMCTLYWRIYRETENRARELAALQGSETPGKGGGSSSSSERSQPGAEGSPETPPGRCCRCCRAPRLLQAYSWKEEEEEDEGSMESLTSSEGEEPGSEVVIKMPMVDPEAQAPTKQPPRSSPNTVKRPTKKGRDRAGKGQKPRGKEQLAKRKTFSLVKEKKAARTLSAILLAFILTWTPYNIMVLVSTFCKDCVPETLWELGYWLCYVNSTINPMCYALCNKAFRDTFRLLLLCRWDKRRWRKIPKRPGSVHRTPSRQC
M1 antag: human M1 muscarinic receptor antagonists, primary screen, CHO-K1 cells, Fluo-8 calcium fluorescence, 1536-well | Muscarinic acetylcholine receptor M1 (Homo sapiens), P11229 | CHO-K1 hM1, ACh EC80 antagonist | inhibition, % at 3 µM | 1.3% of 360,000 active | AID 588852, 2011;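 active = percent inhibition above its own plate's cutoff, namely the mean of that plate's compound wells plus 3 SD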;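 also: peak over basal fluorescence ratio during 140 s after agonist addition; 0% = ACh EC80 plus DMSO and 100% = DMSO alone without agonist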
M1 PAM: human M1 muscarinic receptor positive allosteric modulators, primary screen, CHO-K1 cells, Fluo-8 calcium fluorescence, 1536-well; activation, % at 3 µM; CHO-K1 hM1, ACh EC20; 0% = ACh EC20, 100% = maximal ACh; 0.088% of 360,000 active; in the data active = activation above about 19%, passing the limit was not always enough
M1 ag parental: counter-screen for M1 agonists: effect in parental CHO-K1 cells | AID 602248, 2012 | Fluo-8 calcium fluorescence; scaled to maximal ATP response, vehicle zero | 0.48% of 360,000 active | activation, % at 3 µM; in the data active = activation above about 15%;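 also: untransfected CHO-K1 host cells lacking M1 receptor as counterscreen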
CHRM4 antagonist: human M4 muscarinic receptor antagonists, primary screen, CHO cells, Fluo-8 calcium fluorescence; Muscarinic acetylcholine receptor M4 (Homo sapiens), P08173; CHO-hM4 cells, ACh EC80; 0.73% of 360,000 active; AID 624125, 2012; inhibition, % at 3 µM;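 active = inhibition above its plate's cutoff, the mean inhibition of sample wells plus 3 SD, cut at about 27% in these data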;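 also: 0% = acetylcholine EC80 with DMSO and 100% = DMSO without agonist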
CHO-K1 Ca antag: M1 antagonist counterscreen hit in parental CHO-K1 cells; ATP-induced calcium, Fluo-8 fluorescence; inhibition, % at 3 µM; 0.6% of 360,000 active;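 active = inhibition above a per-plate cutoff, the plate's mean sample inhibition plus 3 SD, cut at about 24% in these data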;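 also: 0% = DMSO plus EC80 ATP and 100% = DMSO alone without ATP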
Numbers without * were called inactive; x = not tested or not shown.

no. | SMILES | M1 ag parental | M1 PAM | OXTR potentiate | CHRM4 antagonist | M1 antag | CHO parental Ca | CHO-K1 Ca antag | CHRM4 agonist | CHRM1 agonist
1 | O=C(Cc1csc(NC(=O)Nc2ccc(Cl)cc2)n1)NCc1cccnc1 | 2.9 | 8 | -14 | -7 | -9 | -30 | -10 | 3 | -2
2 | CCN(CC)S(=O)(=O)c1ccc(N2CCOCC2)c(NC(=O)Cc2ccccc2F)c1 | 0.5 | -2 | -6 | -3 | 2 | -21 | 16 | 3 | -6
3 | O=S1(=O)CCC(N=Nc2c(O)n(Cc3ccccc3)c3ccccc23)C1 (stereo not given) | 3.7 | 7 | -5 | -2 | -8 | -11 | -4 | 4 | 2
4 | Cc1noc(C)c1COC(=O)c1ccccc1NC(=O)Cc1ccccc1 | 0.0 | 3 | -3 | 14 | -5 | -21 | 7 | -2 | -5
5 | CC(C)CN(C(=O)CN(C)CC(=O)Nc1ccc(Cl)c(C(F)(F)F)c1)c1c(N)n(CC(C)C)c(=O)[nH]c1=O | 2.7 | 6 | -8 | -3 | -15 | -14 | -25 | 0 | -3
6 | CC1=NNC(=O)C1CCC(=O)N/N=C\c1ccc(Cl)c(Cl)c1 (stereo not given) | 0.4 | 2 | -4 | -6 | -8 | -6 | -2 | 3 | -5
7 | COc1cc(OC)nc(Oc2ccccc2/C=N/O)n1 | 0.2 | 3 | -2 | -10 | -3 | -6 | -1 | 0 | -3
8 | CCn1c(O)c(N=Nc2ccc3ccccc3n2)c2ccccc21 | 0.5 | 8 | 5 | -1 | -9 | -12 | -6 | 0 | -3
9 | CCOC(=O)C1(Cc2cccc(F)c2)CCN(CCCn2cccn2)CC1 | 1.1 | 10 | 0 | 1 | -15 | -25 | -4 | 4 | -5
10 | Cc1cc(Sc2nc(NC(C)C)nc(NC(C)C)n2)nc(Cl)n1 | -0.2 | 6 | 5 | -5 | -33 | -34 | -13 | -2 | -5
11 | CCC(CC)C(=O)Nc1c2c(nn1-c1ccc(C)cc1)CS(=O)(=O)C2 | -0.5 | 20 | -2 | -16 | -16 | -24 | -1 | 0 | -1
12 | Cc1ccc(CN2CC34C=CC(O3)C(C(=O)NCc3ccc5c(c3)OCO5)C4C2=O)cc1 (stereo not given) | 0.4 | 0 | -4 | -7 | -4 | -18 | -5 | 0 | 2
13 | CCc1cccc(C)c1NC(=O)CN1C(=O)NC(CCc2ccccc2)C1=O (stereo not given) | 3.7 | 8 | -9 | -14 | -5 | -17 | -10 | 2 | -1
14 | O=C(/C=C/c1cccc([N+](=O)[O-])c1)N(c1ccccn1)c1ccccn1 | 0.8 | 3 | -14 | 2 | -4 | -11 | -1 | 1 | -3
15 | CC1(C)C(=O)OC(c2ccco2)C(C)(C)C1=O (stereo not given) | 0.6 | 2 | -3 | 0 | -21 | 2 | 4 | 0 | -2
16 | O=C(CCC1(C(=O)O)CCC(=O)NC1)NCc1ccccc1 (stereo not given) | 0.4 | 0 | -5 | 1 | -16 | -6 | -16 | 0 | 8
17 | CCN(CC)S(=O)(=O)c1cccc(NC(=O)COC(=O)c2cc(=O)c3ccccc3o2)c1 | 0.4 | 1 | -16 | 9 | 2 | -13 | -3 | 0 | -2
18 | O=C(CNC(=O)Cn1ccc2ccccc2c1=O)NCCCN1CCCCCC1 | -0.1 | -2 | -8 | 7 | -4 | -11 | -10 | 0 | -5
19 | CN1/C(=C\C(=O)COC(=O)c2ccc([N+](=O)[O-])o2)C(C)(C)c2ccccc21 | 5.8 | -13 | -7 | 7 | 19 | 4 | -2 | 19 | -3
20 | O=c1cc(-c2ccccc2)[nH]n1-c1nc2ccccc2s1 | 0.3 | -6 | -10 | -11 | -15 | -6 | 2 | 2 | -1

An excerpt from above in order of number of heavy atoms, smallest number first:
no. | SMILES | M1 ag parental | M1 PAM | OXTR potentiate | CHRM4 antagonist | M1 antag | CHO parental Ca | CHO-K1 Ca antag | CHRM4 agonist | CHRM1 agonist
20 | O=c1cc(-c2ccccc2)[nH]n1-c1nc2ccccc2s1 | 0.3 | -6 | -10 | -11 | -15 | -6 | 2 | 2 | -1
16 | O=C(CCC1(C(=O)O)CCC(=O)NC1)NCc1ccccc1 (stereo not given) | 0.4 | 0 | -5 | 1 | -16 | -6 | -16 | 0 | 8
14 | O=C(/C=C/c1cccc([N+](=O)[O-])c1)N(c1ccccn1)c1ccccn1 | 0.8 | 3 | -14 | 2 | -4 | -11 | -1 | 1 | -3

Carrying on.
no. | SMILES | M1 ag parental | M1 PAM | OXTR potentiate | CHRM4 antagonist | M1 antag | CHO parental Ca | CHO-K1 Ca antag | CHRM4 agonist | CHRM1 agonist
21 | CSCCC(NS(=O)(=O)c1ccc2[nH]c(=O)c(=O)[nH]c2c1)C(=O)O (stereo not given) | 0.4 | 0 | -7 | 15 | -6 | 6 | -7 | 0 | -4
22 | Cc1ccc(NC(=O)c2nc(S(=O)(=O)Cc3ccccc3)ncc2Cl)cc1 | -0.9 | 8 | -8 | 46* | 6 | 39* | 22 | 3 | -5
23 | COc1ccc(C(=O)NC(C)c2nnc(SCC(=O)NC3CCCC3)n2C)cc1 (stereo not given) | 0.2 | 0 | -5 | 9 | 4 | 3 | -2 | 0 | -3
24 | COc1ccc(NC(=O)CSc2nnc(NC(=O)C3CC3)s2)cc1OC | 1.4 | 2 | 0 | -4 | -7 | -6 | -9 | 1 | 1
25 | CCN(CC)S(=O)(=O)c1ccc(N2CCCC2)c(NC(=O)C2CCCCC2)c1 | 0.4 | -3 | 1 | 1 | 10 | -15 | 6 | 1 | -3
26 | O=C(c1ccccc1-c1nc(-c2ccc(F)cc2)no1)N1CCCC1 | 2.0 | -2 | -2 | -3 | 5 | -24 | 7 | 5 | -1
27 | O=C(CN1C(=O)NC2NC(=O)NC21)N/N=C/c1ccc(F)cc1 (stereo not given) | -0.5 | 0 | -8 | 8 | 3 | 3 | -8 | 0 | -1
28 | O=C(NCc1ccc(F)cc1)C(c1ccccc1)N(C(=O)c1csnn1)C1CCCC1 (stereo not given) | 5.9 | -10 | -10 | 16 | 7 | -24 | -3 | 6 | -2
29 | COC(=O)C(N)Cc1ccc(OC)c([N+](=O)[O-])c1 (stereo not given) | 9.8 | 11 | -9 | -5 | -10 | -4 | -3 | 0 | -3
30 | c1ccc(C(Cc2nc(-c3ccccn3)no2)c2ccccc2)cc1 | 1.1 | -5 | -16 | 6 | 8 | -25 | -1 | 0 | -5

Entries above shown as hits in CHRM4 antagonist.
| # | mol | M1 PAM | OXTR potentiate | CHRM4 antagonist | M1 antag | CHRM4 agonist | CHRM1 agonist |
| --- | --- | --- | --- | --- | --- | --- | --- |
| 22 | Cc1ccc(NC(=O)c2nc(S(=O)(=O)Cc3ccccc3)ncc2Cl)cc1 | 8 | -8 | 46* | 6 | 3 | -5 |

The list goes on:
no. | SMILES | M1 ag parental | M1 PAM | OXTR potentiate | CHRM4 antagonist | M1 antag | CHO parental Ca | CHO-K1 Ca antag | CHRM4 agonist | CHRM1 agonist
31 | O=C(COC(=O)CCOc1ccccc1)NCc1ccco1 | -0.3 | 2 | 1 | 6 | -3 | -9 | 11 | 1 | -1
32 | O=C(/C=N/O)NCCCN1CCCCCC1 | 0.8 | 1 | -2 | 11 | -2 | 1 | -23 | 1 | -6
33 | COc1cc(C(=O)NCC(=O)NCCN2C(=O)S/C(=C\c3ccccc3Cl)C2=O)cc(OC)c1OC | 1.0 | 2 | 1 | -8 | -1 | -29 | -9 | 7 | -6
34 | Cc1ccc(OCc2cc(C(=O)N(C)Cc3cnn(C)c3)no2)cc1C | 2.1 | 2 | x | -2 | -5 | x | -11 | 3 | -1
35 | COc1cc(OC)cc(C(=O)NCC(=O)OC2CCOC2=O)c1 (stereo not given) | 0.1 | 9 | -10 | -1 | -16 | 2 | -2 | 1 | -3
36 | O=C(COn1nnc2ccc(S(=O)(=O)N3CCOCC3)cc21)NCCc1ccccc1 | 0.4 | 1 | 2 | -8 | -12 | -15 | -4 | 1 | -1
37 | CC(CN1CCOCC1)OC(=O)C(C)(c1ccccc1)c1ccccc1 (stereo not given) | 0.0 | -19 | -16 | -12 | 18 | -11 | -4 | 0 | -7
38 | CCOC(=O)c1c(CN2CCN(C)CC2)n(C)c2cc(Br)c(OC)cc12 | 1.4 | 8 | -6 | 11 | 3 | -19 | -4 | 5 | -8
39 | O=C1NC[C@H](Cc2ccc(O)cc2)N(C[C@@H]2CCCN2C[C@H](Cc2ccccc2)N2C[C@H](Cc3ccc(O)cc3)N(CCc3ccccc3)C(=O)C2=O)C1=O | -0.5 | x | x | 1 | x | x | 5 | 0 | x
40 | CCOc1ccc(C(=O)Nc2cc3c(cc2N2CCCC2)n(CC)c(=O)n3CC)cc1OCC | 0.8 | 6 | -20 | -9 | -5 | -14 | -12 | 1 | -5
41 | COc1ccc(CC(N)c2csc(NC(=O)Nc3ccccc3C(C)C)n2)cc1 (stereo not given) | 1.7 | 6 | x | 5 | 5 | x | 11 | 15 | 2
42 | COCCCNC(=S)NNC(=O)C1CC1c1ccc(C(C)(C)C)cc1 (stereo not given) | 12 | -4 | x | -8 | 1 | x | -7 | 14 | -3
43 | Cc1ccsc1CNC12CC3CC(CC(C3)C1)C2 | 2.1 | -10 | -3 | 21 | 5 | 5 | -17 | 0 | -8
44 | O=C(COC(=O)c1ccc(S(=O)(=O)NCc2ccco2)cc1)Nc1ccccc1 | 5.1 | 1 | x | -2 | 3 | x | -4 | 7 | -2
45 | Cc1cccc(Nc2nc3c(S(=O)(=O)c4ccccc4)nnn3c3ccccc23)c1 | -0.1 | 4 | -4 | 5 | -2 | -8 | 23 | 1 | -5
46 | O=C(NCCCn1ccnc1)c1noc2c1CCc1ccccc1-2 | 0.9 | 5 | 2 | 9 | -7 | -18 | -11 | 0 | -8
47 | NC(=S)N/N=C1\CC(n2nnnc2-c2ccccc2)C2COC1O2 (stereo not given) | 0.7 | 2 | -2 | -5 | -3 | 1 | -12 | 0 | -3
48 | Cc1cccc(N=C2CCCC2C(=O)Nc2cccc(C)c2C)c1C (stereo not given) | 0.4 | 4 | x | 7 | -6 | x | -9 | 1 | -2
49 | CCN(c1ccc(NC(=O)COC(=O)c2cccs2)cc1)C(C)C | 0.0 | -1 | -6 | 5 | 5 | -10 | 1 | 0 | -4
50 | COc1ccc(OCCSc2nc(N)cc(=O)[nH]2)cc1 | 1.5 | 3 | -6 | 1 | 6 | 2 | -3 | 2 | 1
51 | COCc1cc(/C=N\NC(=O)c2ccc(Cl)cc2)ccc1OC | -0.1 | -1 | -1 | -3 | 0 | -8 | 0 | 0 | -1
52 | CC(=O)c1cccc(NC(=S)NCc2ccco2)c1 | 2.1 | -8 | 2 | 2 | 1 | -11 | -10 | 2 | -4
